# Bioassay records as filed in PubChem.
# uPA generation = inhibitors of cell surface uPA generation | cell surface uPA generation assay, qHTS | Potency, µM (series often up to 38.3 µM), for the others: at the highest dose activity change, negative = inhibition, most hits filed as inhibitors | 330,000 compounds, 0.31% hits | AID 540303; active = well fitted inhibition curve with a large enough effect; inconclusive = small, poorly fitted or top-dose-only effect; inactive = no such curve, though single readings can be large or run the other way; tested in mouse RAW 264.7 cells; note: potency is the fitted concentration of half-maximal effect; % is set by controls: 0 for no effect and ±100 for the full control effect; nearly all actives have a fitted effect of over 55% in size
# USP2a block = inhibitors of human ubiquitin-specific protease USP2a. USP2 core, Ub-CHOP2 coupled fluorogenic reporter, 485/531. Potency, µM (doses to about 38.3 µM), inactives show at the highest dose activity change, negative = inhibition, actives largely listed as inhibitors. AID 463254. 330,000 compounds, 0.01% hits;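 note: potency is the fitted concentration of half-maximal effect; plate controls were DMSO wells for no effect and full inhibition by NEM control for full effect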
#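 USP2 core (10nM final) preincubated 30min RT with compound in 20mM Tris-HCl pH 8.0, 2mM CaCl2, 2mM beta-mercaptoethanol, 0.05% CHAPS; 25nM Ub-CHOP2 plus 25nM reporter substrate added, fluorescence (Ex485/Em531) read after 60min.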
# PTAP TSG101 blk = blocks PTAP/TSG101 interaction to inhibit HIV-1 budding; Potency, µM (top dose mostly 115 µM), without a hit: at the highest dose activity change, negative = inhibition, usual class: inhibitors; Q99816; 340,000 tested, under 10 active; Fluorescence polarization, FITC-PTAP peptide / Tsg101 binding; AID 493005; active = well fitted inhibition curve with a large enough effect in the main read-out, with a control signal flat, not every such curve was filed as active; inconclusive = small, poorly fitted or top-dose-only effect, or effect the other way, or a change in a side signal; inactive = no such curve, though single readings can be large or run the other way; note: potency is the fitted concentration of half-maximal effect; % of control where 0% means no effect
#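 Fluorescence polarization binding of Tsg101 binding domain (10 uM final) to FITC-labeled PTAP peptide (50 nM final) in HEPES pH 7.5 buffer with NaCl, Tween 20, EDTA, TCEP. Compounds added before peptide; binding 20 min at RT.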
# ELG1 genotoxic = genotoxicity induction in ELG1-luciferase HEK293T cells. HEK293T ELG1-luciferase reporter, luminescence, 16 h. Potency, µM (doses to about 46 µM), for the others: at the highest dose activity change, positive = activation, actives largely listed as activators. 330,000 compounds, 1.3% hits. AID 504466; note: potency is the fitted concentration of half-maximal effect; % of control where 0% means no effect; nearly all actives have a fitted effect of over 60% in size
#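 Screening used a luciferase reporter fused to human ELG1 in HEK293T cells. Luminescence was read on a CCD plate imager after 16 hr exposure and 30 min ONE-Glo incubation.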
# B2AR arrestin = beta2AR (human) beta-arrestin recruitment activity. P07550. beta-arrestin recruitment to beta2AR, cell-based reporter. Potency, µM (titrated, usually from 46.1 µM), for inactives: at the top dose activation, most hits filed as activators. 330,000 compounds, 0.02% hits. AID 492947;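 note: potency is the fitted concentration of half-maximal effect; 0% = DMSO controls and full agonism = EC100 isoproterenol or metaproterenol; nearly all actives have a fitted effect of over 65% in size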
# ASM inhibitor = inhibitors of human secretory acid sphingomyelinase; P17405; placental ASM, HMU-PC fluorogenic substrate, 60 min; Potency, µM (titrated, usually from 57.5 µM), for the others: at the top dose activity change, negative = inhibition, actives largely listed as inhibitors; 340,000 compounds, 0.006% hits; AID 504937; note: potency is the fitted concentration of half-maximal effect
# Target sequence (P17405 47-631 limits assumed): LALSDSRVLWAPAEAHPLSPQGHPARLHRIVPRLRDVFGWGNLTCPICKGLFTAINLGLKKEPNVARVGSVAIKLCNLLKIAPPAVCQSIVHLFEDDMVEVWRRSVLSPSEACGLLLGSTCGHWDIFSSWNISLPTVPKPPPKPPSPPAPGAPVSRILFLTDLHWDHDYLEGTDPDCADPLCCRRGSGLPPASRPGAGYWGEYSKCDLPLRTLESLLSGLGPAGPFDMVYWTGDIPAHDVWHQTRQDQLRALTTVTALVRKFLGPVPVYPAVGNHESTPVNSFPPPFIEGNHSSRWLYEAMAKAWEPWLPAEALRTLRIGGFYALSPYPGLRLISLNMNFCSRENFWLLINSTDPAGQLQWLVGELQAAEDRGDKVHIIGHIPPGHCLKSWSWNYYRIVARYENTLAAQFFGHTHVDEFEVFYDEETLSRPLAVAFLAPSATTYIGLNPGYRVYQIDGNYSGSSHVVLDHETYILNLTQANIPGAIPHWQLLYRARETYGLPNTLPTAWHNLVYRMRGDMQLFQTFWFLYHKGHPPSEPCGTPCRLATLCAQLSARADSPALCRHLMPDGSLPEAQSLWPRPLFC
#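 qHTS format. ASM enzyme prepared from human placenta hydrolyses the fluorogenic substrate HMU-PC0 (9 uM final) over 60 min at 37 °C after a 10 min compound preincubation.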
# Eya2 inh = blocks the phosphatase activity of human Eya2; recombinant Eya2, OMFP fluorescence dephosphorylation (OMFP is methylfluorescein phosphate); Potency, µM (series often up to 76.9 µM), for inactives: at the highest dose activity, negative = inhibition, most hits filed as inhibitors; 330,000 compounds, 0.006% hits; AID 488837; note: potency is the fitted concentration of half-maximal effect; % is set by controls: 0 for no effect and ±100 for the full control effect
# Target sequence (O00167 whole entry, looked up): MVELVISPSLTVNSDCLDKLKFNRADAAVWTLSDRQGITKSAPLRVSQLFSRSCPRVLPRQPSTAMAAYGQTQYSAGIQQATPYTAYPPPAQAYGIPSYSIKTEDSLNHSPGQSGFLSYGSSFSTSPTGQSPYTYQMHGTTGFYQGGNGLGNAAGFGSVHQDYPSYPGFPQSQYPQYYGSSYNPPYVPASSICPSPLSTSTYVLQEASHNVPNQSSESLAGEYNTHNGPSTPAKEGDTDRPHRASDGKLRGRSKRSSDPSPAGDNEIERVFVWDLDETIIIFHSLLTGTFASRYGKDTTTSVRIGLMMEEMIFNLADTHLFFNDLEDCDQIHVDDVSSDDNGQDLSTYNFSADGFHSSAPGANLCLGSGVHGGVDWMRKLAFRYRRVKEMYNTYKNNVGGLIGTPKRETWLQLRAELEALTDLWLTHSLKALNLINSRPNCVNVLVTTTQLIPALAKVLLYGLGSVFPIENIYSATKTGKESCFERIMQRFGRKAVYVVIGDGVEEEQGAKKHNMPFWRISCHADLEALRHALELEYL
#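 Eya2 protein (added as 0.2 uM solution) was preincubated with compound for 10 min at ambient temperature in 50 mM HEPES pH 7.5, 50 mM NaCl, 5 uM MgCl2, 0.05% BSA, 1 mM DTT. OMFP (added at 50 uM) then reacted 10 min; fluorescence read at 485/525 nm.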
# Integrin act MD = activators of alpha7 integrin expression for muscular dystrophy; 350,000 compounds, 0.064% hits; Potency, µM (doses to about 38.3 µM), without a hit: top-dose activation, usual class: activators; alpha7betagal myoblasts, beta-gal FDG fluorescence, 48 h;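 note: potency is the fitted concentration of half-maximal effect; 100% = response of the positive control SU9516; nearly all actives have a fitted effect of over 60% in size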
#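 alpha7betagal+/- myoblasts (passage 13, 250/well) treated 48 h at 37C with compounds at 1:260 dilution of DMSO stock. Lysed, then beta-galactosidase activity read as FDG fluorescence (ex 480/em 540) after 30 min, with pre-read for autofluorescence.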
# TRPV1 agonist = human TRPV1 agonism; Q8NER1; TRPV1-expressing cells, Fluo-8 calcium influx, agonist mode; activation, % at 8.33 µM; 320,000 compounds, 0.19% hits; AID 540275; in the data active = activation above about 80%; inconclusive = between about 30% and that limit; note: 0% is about no effect
#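 TRPV1-expressing cells were cultured overnight at 35.5C and loaded with Fluo-8 calcium dye for 40 to 90 min at room temperature. After a 10 s baseline, compound was added and calcium influx was read kinetically for 3 min (ex 480/em 520 nm).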
# BRCA1 expr up = BRCA1 expression activation. MCF7-BRCA1-FFLuc reporter, luminescence, 48 h; response scale: scaled: vehicle 0%, 10 µM genistein 100%. Potency, µM (highest dose often 46.1 µM), inactives show top-dose activation, hits mostly activators. 380,000 compounds, 1.1% hits. AID 624202; note: potency is the fitted concentration of half-maximal effect; nearly all actives have a fitted effect of over 80% in size; some results filed as inactive show a strong effect at the top dose
#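 First, MCF7-BRCA1-FFLuc cells (2000/well) attach for 2 h; next, compounds are pin-added and incubated 48 h at 37 °C; finally, luciferase reagent is added and luminescence read after 15 min.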
# p53 reactivator = mutant p53 re-activation in reporter cells; H1299 p53-A138V BP100-luciferase reporter, luminescence, 24 h; Potency, µM (highest dose often 92.2 µM), inactives show at the highest dose activity change, positive = activation, most hits filed as activators; 320,000 compounds, 0.063% hits; AID 504706; note: potency is the fitted concentration of half-maximal effect; % of control where 0% means no effect; nearly all actives have a fitted effect of over 45% in size
#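 p53-null H1299 cells stably carrying temperature-sensitive p53-A138V and a BP100-luciferase reporter were pinned with compounds (4-point, 1:5 series) and held 24 hrs at 37 deg C. Luminescence was read 10 min after detection reagent.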
# The depositor's hits bear a star; ? = inconclusive; / = not tested or not shown; [ ] = another dose, or the depositor's remark. Unless noted, calls come from the whole dose curve; as a rule, active = well fitted curve in the direction sought with a large enough effect; inconclusive = small, poorly fitted or top-dose-only effect, or another doubt; inactive = no such curve, though single readings can be large; an effect the other way counts as inactive or inconclusive.
# Every second line gives: uPA generation, USP2a block, PTAP TSG101 blk, ELG1 genotoxic, B2AR arrestin, ASM inhibitor, Eya2 inh, Integrin act MD, TRPV1 agonist, BRCA1 expr up, p53 reactivator
> CCCc1cc(=O)n2[nH]c(C)cc2n1
    -3%, 2%, 1%, -5%, -0.9%, 3%, 21%, 34%, 0, 6%, 0%
> O=C(c1ccco1)N1CCN(Cc2nc3ccc([N+](=O)[O-])cc3c(=O)n2-c2ccccc2F)CC1
    0%, 3%, -1%, -6%, 0.3%, -4%, 16%, -25%, 0, -17%, -1%
> CCOC(=O)c1cnn(-c2nc(-c3ccc(F)cc3)cs2)c1C(F)(F)F
    5%, 1%, -3%, 0%, -0.3%, -1%, 7%, 0%, 4, -6%, -1%
> O=c1c2c3c(sc2nc(NCCOCCO)n1Cc1ccco1)CCCCC3
    -5%, 3%, -6%, -1%, -0.6%, -1%, -29%, -11%, 3, 4%, -3%
> Cc1coc2cc3oc(=O)c4c(c3cc12)CCCC4
    -1%, 2%, -8%, 6%, -0.2%, 37%[activator], 3%, 11%, 8, -3%, -2%
> Cc1sc(Nc2ccc([N+](=O)[O-])cc2)nc1-c1c(C)n(C)n(-c2ccccc2)c1=O
    2%, -2%, -4%, -3%, 0.3%, -12%, -1%, 13%, -4, 0%, -10%
> COc1ccc(N(C)S(=O)(=O)c2ccc(Cl)c(C(=O)NNC(=O)c3ccccc3O)c2)cc1
    -5%, 0%, -1%, 0%, -0.1%, -6%, 11%, 7%, 0, -40%, -6%
> Cc1cc(C(C)(C)C)ccc1Oc1cccc2c1S(=O)(=O)N(C1CCCC1)CC(COCc1ccccc1)O2 (stereo not drawn)
    4%, /, -2%, /, /, -6%, /, 0%, /, -8%, /
> CCOC(=O)C1=C(COC(=O)/C=C/c2ccc(O)c(OC)c2)NC(=O)NC1C (stereo not drawn)
    -13%, 3%, -7%, 3%, 0.8%, 9%, 0%, 3%, 13, 0%, -3%
> O=[N+]([O-])c1ccc(OCCOc2ccccc2/C=N/n2cnnc2)cc1
    10%, 3%, -3%, -4%, 0.1%, -3%, 2%, 39%, -4, 19%, 7%
> COc1cccc(C(=O)NCCC(=O)NCc2cc(=O)n(C)c(=O)n2C)c1
    1%, 2%, -3%, 0%, -0.1%, 6%, 4%, -9%, 0, 1%, 5%
> Cc1ccc(C)c(NC(=O)CN(C)C(=O)c2ccccc2OCc2ccccc2Cl)c1
    9%, -11%, 2%, -16%, 3.5%, -1%, 3%, -1%, -3, -42%, 1%
> COc1ccc(-c2nc(CS(=O)CC(=O)NCCCN3CCCC3)c(C)o2)cc1OC (stereo not drawn)
    1%, -2%, -1%, 5%, -1.0%, -2%, 6%, 5%, -4, 3%, ?
> Cc1ccc(N2CC(C(=O)Nc3ccc(N4CCOCC4)cc3)CC2=O)cc1C (stereo not drawn)
    0%, 5%, -1%, 8%, -0.1%, 3%[11.5 µM], 1%, 33%, 7, -9%, -4%
> O=C(NC1CCOCC1)C1CCC(=O)N(CCc2ccc(Cl)cc2)C1 (stereo not drawn)
    -15%, -1%, 1%, 0%[9.26 µM], -0.1%, 1%, -6%, 8%, 3, 7%, 13%
> CNc1nc(Nc2ccc(C)c(Cl)c2)nc(N)c1[N+](=O)[O-]
    -6%, 1%, 2%, 10µM*, -0.3%, ?, -27%, -8%, 0, 9%, ?
> COc1ccc(C2CC(=O)Oc3cc(OC)c(OC)c(OC)c32)cc1 (stereo not drawn)
    0%, 2%, -1%, ?, -0.6%, 9%, -5%, 6%, /, 3%, -7%
> COc1ccc(CC(=O)Nc2ccc(N(C)C)c3ccccc23)cc1
    -2%, 4%, -1%, -6%, 11%, 26%, 5%, 2%, ?, -13%, /
> O=C(Nc1ccc(S(=O)(=O)N2CCCC2)cc1)Nc1ccc(F)cc1F
    7%, /, -2%, /, /, -2%, /, -17%, /, 9%, /
> CCOC(=O)c1ccc(NC2Nc3cc(C)nn3S2)cc1 (stereo not drawn)
    0%, 2%, -4%, ?, 0.1%, -2%, -9%, 4%, -16, 5%, -1%

# (next part)
# Every second line gives: uPA generation, USP2a block, PTAP TSG101 blk, ELG1 genotoxic, B2AR arrestin, ASM inhibitor, Eya2 inh, Integrin act MD, TRPV1 agonist, BRCA1 expr up, p53 reactivator
> Cc1cccc(OCC(=O)N2CCC(N3CCCCCC3)CC2)c1
    3%, 3%, -1%, 0%, 0.4%, 1%, -4%, -30%, 2, 6%[1.84 µM], 4%
> COC(Cc1nnc(SC)n1-c1ccccc1)OC
    4%, 3%, -6%, 4%, -0.2%, 1%, ?, 11%, -3, 1%, 3%
> S=c1[nH]nc(Nc2ccccc2Cl)s1
    -2%, 2%, -1%, 9%, -0.1%, -4%, -3%, 12%, -2, 72%, 1%
> Cc1[nH][nH]c(=O)c1C(c1ccc(-c2ccc(Cl)c(Cl)c2)o1)c1c(C)[nH][nH]c1=O
    ?, -8%, -9%, 1%, 0.5%, -6%, -7%, 1%, -9, -8%, -5%
> CC1Cc2cc(S(=O)(=O)N3CCCC(C(=O)N4CCCCC4)C3)ccc2N1C(=O)C1CC1 (stereo not drawn)
    6%, 1%, -2%, 1%[9.26 µM], -0.5%, 1%, 9%, 15%, 27, 3%, -9%
> O=C1C2CCCCN2C(=O)N1CCCCN1CCN(c2ccc(F)cc2)CC1 (stereo not drawn)
    -9%, 4%, 2%, -3%, -0.5%, -1%, 10%, 48%, -3, -3%, /
> CN(C(=O)COc1cc(=O)n(C)c2ccccc12)c1ccc(Cl)cc1
    -10%, 4%, -4%, 8%, 0.2%, 0%, -2%, 13%, 2, -5%, -6%
> COc1ccc(C2/C=C\CN(C(=O)Oc3ccc(C(F)(F)F)cc3)CC(=O)N2Cc2ccc(F)cc2)cc1 (stereo not drawn)
    -8%, 5%, -3%, -3%, -1.0%, -17%, -22%, -3%, -5, -25%, -2%
> CC1=C(C(=O)Nc2ccc(C)cc2)C(c2ccc(N(C)C)cc2)NC(=O)N1 (stereo not drawn)
    /, -1%, -1%, 2%, -0.7%, -1%, -7%, 2%[7.66 µM], 3, 1%, -7%
> CSc1ccccc1C(=O)N(CC1CCCO1)c1c(N)n(Cc2ccccc2)c(=O)[nH]c1=O (stereo not drawn)
    1%, 2%, -2%, 0%, 0.2%, 11%, 12%, 10%, -2, 28%, -2%
> COc1ccc(CC(=O)Nc2cc(C)on2)cc1OC
    2%, -4%, -3%, -5%, -0.3%, 7%, 8%, 2%, 8, -8%, -5%
> Cc1c(CC(=O)N[C@@H](C)C(=O)O)c(=O)oc2c(C)c3occ(-c4ccccc4)c3cc12
    1%, -1%, -4%, 1%, -0.6%, 28%, 6%, 17%, 14, -1%, -3%
> N#Cc1c(C#N)c(O)c2ccccc2c1O
    22%, 1%, ?, 3%, 0.4%, 55%[activator], 1%, 3%, 1, -29%, -11%
> CCOC(=O)C1(NC(=O)C2(N3C(=O)c4ccccc4C3=O)CCCC2)CCCC1
    5%, /, -2%, /, /, 6%, /, 8%, /, 23%, /
> CC(C)n1ncc2c(C(=O)Nc3ccc(S(C)(=O)=O)cc3)cc(C3CC3)nc21
    5%, 0%, -10%, -1%, -0.1%, -21%, 6%, 0%, ?, -17%, -2%
> Cc1ccc2nc(NC(=O)CSCc3ccccc3)sc2c1
    0%, -3%, -1%, 6%, 0.2%, -3%, -14%, 11%, ?, 14%, 6%
> CCCCCCCCCCCC(=O)N1CC(=O)NC(=O)C1
    4%, -1%, 0%, 0%, 0.2%, ?, ?, 5%, /, -8%, -2%

# One compound at a time, as listed above. Values in the order: uPA generation | USP2a block | PTAP TSG101 blk | ELG1 genotoxic | B2AR arrestin | ASM inhibitor | Eya2 inh | Integrin act MD | TRPV1 agonist | BRCA1 expr up | p53 reactivator
# CC(C)n1ncc2c(C(=O)Nc3ccc(S(C)(=O)=O)cc3)cc(C3CC3)nc21 as listed: 5% | 0% | -10% | -1% | -0.1% | -21% | 6% | 0% | ? | -17% | -2%
# O=C1C2CCCCN2C(=O)N1CCCCN1CCN(c2ccc(F)cc2)CC1 (stereo not drawn) as listed: -9% | 4% | 2% | -3% | -0.5% | -1% | 10% | 48% | -3 | -3% | /
# CCOC(=O)C1(NC(=O)C2(N3C(=O)c4ccccc4C3=O)CCCC2)CCCC1 as listed: 5% | / | -2% | / | / | 6% | / | 8% | / | 23% | /
# COC(Cc1nnc(SC)n1-c1ccccc1)OC as listed: 4% | 3% | -6% | 4% | -0.2% | 1% | ? | 11% | -3 | 1% | 3%
# N#Cc1c(C#N)c(O)c2ccccc2c1O as listed: 22% | 1% | ? | 3% | 0.4% | 55%[activator] | 1% | 3% | 1 | -29% | -11%
